# Compound activity as filed in PubChem BioAssay.
# STAT1 inh: inhibitors of IFN-gamma induced STAT1 signaling; inhibition, % at 5.5 µM; NIH 3T3 STAT1-luciferase reporter, luminescence; hit rate 0.35% among 200,000; AID 920;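 active = inhibition above a set limit, the mean inhibition across all tested compounds plus 3 SD, cut at about 34% in these data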;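 note: 0% = IFN-gamma with DMSO and 100% = IFN-gamma with 300 µM nifuroxazide; values of inactives mirror those of a sister screen read the other way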
# G6PDH CS: counter-screen for G6PDH assay hits: L. mesenteroides G6PDH inhibition. Purified L. mesenteroides G6PDH, diaphorase/resazurin coupled fluorescence, 45 min. inhibition, % at 5 µM. hit rate 0.12% among 200,000; in the data active = inhibition above about 50%
# TLR4-MyD88 BLA: blocks binding of human TLR4 to MyD88. O00206+Q99836. HeLa CL3-4 TLR4/MyD88 BLA complementation, FRET ratio. inhibition, % at 8.4 µM. hit rate 0.18% among 200,000; in the data active = inhibition above about 25%;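 note: 0% = vehicle and 100% = reference inhibitor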
# Target sequence (O00206 whole entry, looked up): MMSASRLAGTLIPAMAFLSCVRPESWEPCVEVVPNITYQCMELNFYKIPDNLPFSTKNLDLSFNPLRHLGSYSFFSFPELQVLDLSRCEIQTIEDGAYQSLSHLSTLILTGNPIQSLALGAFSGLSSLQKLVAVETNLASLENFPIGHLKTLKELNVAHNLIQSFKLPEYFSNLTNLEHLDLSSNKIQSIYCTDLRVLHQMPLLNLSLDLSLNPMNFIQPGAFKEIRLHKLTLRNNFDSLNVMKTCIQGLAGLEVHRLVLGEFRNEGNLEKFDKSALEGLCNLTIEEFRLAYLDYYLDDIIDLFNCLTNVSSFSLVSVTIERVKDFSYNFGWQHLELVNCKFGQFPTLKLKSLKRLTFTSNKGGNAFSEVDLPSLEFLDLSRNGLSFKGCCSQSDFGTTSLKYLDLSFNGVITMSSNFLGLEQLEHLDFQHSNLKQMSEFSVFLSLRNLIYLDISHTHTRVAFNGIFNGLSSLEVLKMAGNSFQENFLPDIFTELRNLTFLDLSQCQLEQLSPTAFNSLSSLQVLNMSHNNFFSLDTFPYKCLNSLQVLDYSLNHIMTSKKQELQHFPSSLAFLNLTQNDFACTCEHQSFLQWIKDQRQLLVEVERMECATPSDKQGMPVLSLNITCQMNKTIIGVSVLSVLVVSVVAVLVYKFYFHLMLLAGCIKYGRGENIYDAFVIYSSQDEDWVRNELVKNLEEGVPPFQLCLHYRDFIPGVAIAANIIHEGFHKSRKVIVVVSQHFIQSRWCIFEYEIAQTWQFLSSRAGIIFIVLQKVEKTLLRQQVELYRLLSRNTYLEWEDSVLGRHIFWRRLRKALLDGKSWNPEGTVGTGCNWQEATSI
# Target sequence (Q99836 whole entry, looked up): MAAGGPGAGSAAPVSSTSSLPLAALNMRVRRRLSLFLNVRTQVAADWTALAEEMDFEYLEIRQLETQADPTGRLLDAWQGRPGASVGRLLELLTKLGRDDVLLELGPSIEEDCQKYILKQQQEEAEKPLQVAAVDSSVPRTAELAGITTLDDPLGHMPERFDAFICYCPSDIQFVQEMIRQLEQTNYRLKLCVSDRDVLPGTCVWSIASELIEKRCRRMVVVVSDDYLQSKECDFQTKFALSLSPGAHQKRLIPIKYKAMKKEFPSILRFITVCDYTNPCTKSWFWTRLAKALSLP
# STAT1 activator: STAT1 signaling activation. activation (% of control), % at 5.5 µM. hit rate 2.6% among 200,000. NIH 3T3 STAT1-luciferase reporter, IFN-gamma, luminescence; 100% = IFN-gamma alone, no compound;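 active = activation above the screen-wide mean activation plus 3 SD, cut at about 130% in these data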;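 note: raw ratio to IFN-gamma control signal so 100% means no change and 0% no light; values of inactives mirror those of a sister screen read the other way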
# Diaph act CS: diaphorase activation or chemical reduction counter-screen. Diaphorase/resazurin coupled assay, resorufin fluorescence, 16 min; active compounds read high; 1 = vehicle wells, 0 = NADH-free wells. activation factor at 20 µM. hit rate 0.005% among 190,000. AID 1229;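 active = diaphorase activity raised at least twofold by the compound at 20 µM; inactive = activation factor below 2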
#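 Material: purified diaphorase enzyme from Clostridium kluyveri / Medium: HEPES pH 7.4 buffer with MgCl2 and Tween 20 / Schedule: enzyme reaction of 16 min at room temperature / Measured by: resorufin fluorescence, excitation 544 nm, emission 590 nm / Evaluation: rise in resorufin formation, marking diaphorase activation or chemical reduction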
# Hsp70 activator: Hsp70 transcriptional activation, primary screen. AID 1203. HeLa Hsp70 promoter luciferase reporter, luminescence; scaled: vehicle 0, proteasome-inhibitor control 100%. hit rate 0.04% among 200,000. activation, % at 10 µM;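 active = activation above the mean across all tested compounds plus 3 SD, cutoff set per campaign, cut at about 5.5% in these data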;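 note: 100% = MG132 at 30 µM as the positive control and 0% = DMSO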
# STAT3 act: increases IL-6 driven STAT3 reporter signal; AID 871; hit rate 0.91% among 190,000; activation (% of control), % at 5.6 µM; U3A cells, IL-6 STAT3-luciferase reporter, luminescence; 100% = signal with IL-6 EC80 alone;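 active = activation above the screen-wide mean of compound activation plus 3 SD, cut at about 130% in these data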;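 note: 0% = background luminescence of wells with medium and substrate only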
#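 Assay system – human STAT1-deficient U3A cells with stable STAT3-luciferase reporter · Also added – IL-6 (33 ng/mL) · Schedule – compound 1 h, then IL-6 6 h at 37 °C · Technique – reporter luminescence signal · Evaluation – % activation versus median of IL-6-stimulated wells · Benchmarks – IL-6-only wells as 100% reference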
# Diaph inh CS: inhibits diaphorase or chemically oxidizes, flagging diaphorase assay artifacts; AID 1217; inhibition, % at 20 µM; hit rate 0.69% among 190,000; diaphorase resazurin-to-resorufin fluorescence, NADH, 16 min; bacterial (C. kluyveri) enzyme, not human;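 active = primary screen inhibition at 20 µM above a set limit, cut at about 50% in these data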;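 note: plate controls were DMSO with full reaction for no effect and wells lacking NADH for full effect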
#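 controls = No-NADH positive control and DMSO neutral control | system = Clostridium kluyveri diaphorase enzyme | timing = reaction incubation of 16 min at room temperature | signal = resorufin fluorescence 544/590 nm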
# APP 5UTR inh: APP translation inhibition; SH-SY5Y APP 5'UTR-luciferase reporter, luminescence; inhibition, % at 2 µM; hit rate 0.82% among 190,000;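 active = inhibition above a set limit, derived from the sample mean plus 3 SD, cut at about 45% in these data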; note: values of inactives mirror those of a sister screen read the other way
# STAT3 blocker: STAT3 signaling inhibition; U3A cells, IL-6 STAT3-luciferase reporter, luminescence; host cell line lacks STAT1; inhibition, % at 5.5 µM; hit rate 0.89% among 190,000;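 active = inhibition above the mean inhibition across all screened compounds plus 3 SD, cut at about 44% in these data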;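 note: 0% = DMSO only wells and 100% = 100 µM nifuroxazide control wells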
# Numbers without * were called inactive; · = not tested or not shown.
SMILES,STAT1 inh,G6PDH CS,TLR4-MyD88 BLA,STAT1 activator,Diaph act CS,Hsp70 activator,STAT3 act,Diaph inh CS,APP 5UTR inh,STAT3 blocker
CCC1Oc2ccc(C)cc2N(Cc2cccc(C)c2)C1=O (centres undefined),-7,10,-2,107,0.9,-0.1,99,8,10,3
O=C(O)CC1=C(Nc2ccccc2)C(=O)N(c2ccccc2)C1c1ccc(F)cc1 (centres undefined),-6,8,6,105,0.8,-0.3,97,15,-46,5
C=CCc1cc(C=O)cc(OCC)c1O,-9,20,-2,107,0.8,-0.3,100,15,3,5
CCCNC(=O)CSc1nc2[nH]ncc2c(=O)[nH]1,4,0,-8,94,1.1,0.0,104,-15,-6,6
COc1ccc(CC2(CO)CCN(Cc3c(C)nn(C(C)C)c3C)CC2)cc1,3,12,-2,96,0.8,-0.3,96,16,-2,10
Cc1cc(NC(=O)c2ccccc2O)nc(C)n1,-5,1,-2,102,0.8,-0.1,123,17,4,-19
CC(Oc1ccccc1)C(=O)NC1CC(C)(C)NC(C)(C)C1 (centres undefined),3,-22,-6,97,0.9,-0.5,106,8,6,-4
O=C(CSCc1ccccc1Br)NC1CC1,-6,1,-16,105,0.9,-0.2,97,10,-6,6
Cc1nn(-c2ccc(C(=O)O)cc2)c(N)c1-c1ccccc1,-66,2,0,160*,0.9,0.2,109,13,-125,-9
O=C1CC(N2CCN(c3nc4ccccc4s3)CC2)C(=O)N1Cc1cccs1 (centres undefined),1,-1,-10,99,0.9,0.1,86,13,-7,21
Fc1ccc(COc2ccc3ccccc3c2CNc2nn[nH]n2)cc1,-4,1,2,104,0.9,-0.1,96,10,-6,10
COc1cc(CCN2C(=O)c3cccc4cccc(c34)C2=O)c(S(=O)(=O)N2CCC(C)CC2)cc1OC,0,-42,-14,100,0.7,-0.2,103,26,0,-5
O=C1CCC(C(=O)Nc2ccc(OC(F)F)cc2)N1 (centres undefined),6,5,-4,94,0.8,-0.1,109,23,-6,-6
COc1ccc(Br)cc1S(=O)(=O)Nc1ncccc1C,-3,2,-15,101,1.1,-0.2,101,-11,8,4
CCOC(=O)C1CCN(C(=O)c2sc3nc(C)nc(N4CCC(C)CC4)c3c2C)CC1,5,12,14,96,0.9,0.8,104,11,0,-3
O=C(NC(=S)Nc1ccc(S(=O)(=O)Nc2nccs2)cc1)c1ccccc1,1,-14,-3,99,0.9,-0.5,97,13,12,-2
CCN(CC)c1ccc(S(=O)(=O)N2CCOCC2)cc1NS(C)(=O)=O,-2,3,-4,102,1,0.0,102,4,9,0
CCCNC(=O)CC1C(=O)N(Cc2ccccc2)C(C)c2nc3ccccc3n21 (centres undefined),-1,7,3,101,1,0.0,101,0,7,3
CCOC(=O)N1CCN(C(=O)CS(=O)(=O)c2cn(Cc3ccccc3C)c3ccccc23)CC1,-4,4,2,103,0.8,0.2,108,19,-4,-6
CSCCCNC(=O)c1ccccc1OC1CCN(S(C)(=O)=O)CC1,-8,10,-7,105,1.1,-0.2,107,-7,-43,-1
CCCCNCc1cc(OC)c(OCC(N)=O)cc1Br,4,10,-4,97,0.9,-0.4,107,11,-24,-6
O=S(=O)(c1ccccc1)c1nc(-c2ccco2)oc1NCCCN1CCOCC1,7,35,-6,93,0.9,-0.2,102,13,0,2
CCOc1ccccc1NC(=O)CC1NCCNC1=O (centres undefined),4,8,-5,96,1,-0.3,99,2,-5,6
Cc1cccc(Nc2nnc(SCC3CCCCO3)s2)c1C (centres undefined),-7,7,-15,106,1,-0.1,101,4,9,-5
O=S(=O)(/N=C(/c1ccccc1Cl)N1CCOCC1)c1ccccc1,-8,7,-6,107,0.8,0.0,105,16,13,-1

# Exported tab-delimited: part of the list above
Structure	STAT1 inh	G6PDH CS	TLR4-MyD88 BLA	STAT1 activator	Diaph act CS	Hsp70 activator	STAT3 act	Diaph inh CS	APP 5UTR inh	STAT3 blocker
O=C(NC(=S)Nc1ccc(S(=O)(=O)Nc2nccs2)cc1)c1ccccc1	1	-14	-3	99	0.9	-0.5	97	13	12	-2
CCN(CC)c1ccc(S(=O)(=O)N2CCOCC2)cc1NS(C)(=O)=O	-2	3	-4	102	1	0.0	102	4	9	0
CCCNC(=O)CC1C(=O)N(Cc2ccccc2)C(C)c2nc3ccccc3n21 (centres undefined)	-1	7	3	101	1	0.0	101	0	7	3
CCOC(=O)N1CCN(C(=O)CS(=O)(=O)c2cn(Cc3ccccc3C)c3ccccc23)CC1	-4	4	2	103	0.8	0.2	108	19	-4	-6
CSCCCNC(=O)c1ccccc1OC1CCN(S(C)(=O)=O)CC1	-8	10	-7	105	1.1	-0.2	107	-7	-43	-1
CCCCNCc1cc(OC)c(OCC(N)=O)cc1Br	4	10	-4	97	0.9	-0.4	107	11	-24	-6
O=S(=O)(c1ccccc1)c1nc(-c2ccco2)oc1NCCCN1CCOCC1	7	35	-6	93	0.9	-0.2	102	13	0	2
CCOc1ccccc1NC(=O)CC1NCCNC1=O (centres undefined)	4	8	-5	96	1	-0.3	99	2	-5	6
Cc1cccc(Nc2nnc(SCC3CCCCO3)s2)c1C (centres undefined)	-7	7	-15	106	1	-0.1	101	4	9	-5
O=S(=O)(/N=C(/c1ccccc1Cl)N1CCOCC1)c1ccccc1	-8	7	-6	107	0.8	0.0	105	16	13	-1

# New compounds follow
SMILES,STAT1 inh,G6PDH CS,TLR4-MyD88 BLA,STAT1 activator,Diaph act CS,Hsp70 activator,STAT3 act,Diaph inh CS,APP 5UTR inh,STAT3 blocker
CC(C)NC(=O)COc1ccccc1C#N,1,1,1,97,1,-0.3,105,2,-2,3
Cc1ccc(S(=O)(=O)NCC(=O)N(c2ccccc2)C(C(=O)NCc2ccccc2)c2ccco2)cc1 (centres undefined),-9,6,0,108,0.5,-0.2,97,51*,-5,8
CCc1ccc(C2NC(=S)NC3=C2C(=O)CCC3)cc1 (centres undefined),-2,12,1,102,1.1,-0.5,92,-7,-2,4
Cc1csc(NC(=O)c2cccc(S(=O)(=O)N3CCCCC3)c2)n1,8,-6,-20,93,0.9,-0.4,99,11,7,6
CCOC(=O)c1ccc(N2NC(=O)/C(=C/c3ccc(OC(=O)c4ccco4)c(OC)c3)C2=O)cc1,15,3,8,87,0.9,-0.2,87,14,20,13
Cc1cc(C)n2c3c(c(C#N)c2n1)CC(C)(C)OC3,0,2,-5,100,1,-0.1,102,4,1,2
O=C(c1ccc2c(c1)OCO2)C1CCCN(Cc2cc(F)ccc2-n2cccn2)C1 (centres undefined),9,5,9,90,1,-0.3,101,5,-12,2
C=C(C)CNC(=O)CCc1nnc(Cc2cccc(C(F)(F)F)c2)o1,-46,8,-5,140*,·,-0.1,106,·,-57,-5
Fc1ccc(-c2nnc(SCc3cccnc3)o2)cc1,-27,9,-11,125,0.8,0.2,91,19,-37,13
CC(=C/c1ccccc1)/C=N/NC(=O)c1ccc2nc[nH]c2c1,-2,0,11,102,0.9,0.0,95,13,18,7
O=C(Nc1ncnc2sc3c(c12)CCCC3)c1ccncc1,-12,1,-2,109,0.9,-0.1,92,15,-8,11
CCCn1c(C)cc(=O)c2cc(NC(=O)c3cnccn3)ccc21,2,-49,8,98,0.9,-0.3,95,15,-8,9
CCCN(Cc1ccccc1)C(=S)NC(=O)c1ccccc1[N+](=O)[O-],1,-4,-7,97,0.9,-0.2,99,12,0,4
CCOc1ccccc1NC(=O)c1nc[nH]c1C(=O)Nc1ccccc1OCC,0,0,2,100,1,0.4,102,4,-14,1
Cc1ccc2c(C(=O)CN3CCOCC3)c(C)[nH]c2c1,2,-9,-16,98,0.9,0.3,86,11,-1,20
O=C(c1ccccc1)N1CCN(C(=O)c2ccccc2)CC1,-4,-3,6,103,1.1,-0.2,102,-10,-9,0
O=C(/C=C/c1ccc2ccccc2c1)c1ccoc1,-14,1,-2,113,0.9,2.3,100,13,-30,10
COc1ccc(-c2csc3nc(C(C)(C)C)oc(=O)c23)cc1OC,7,11,-4,94,0.8,-0.2,97,19,-7,8
Cc1ccc(NC(=O)COC(=O)/C=C/c2c(C)nn(-c3ccc(F)cc3)c2Cl)cc1F,1,8,-4,99,0.9,-0.1,107,13,-17,-8
CN(C(=O)c1cccc(C#N)c1)c1nnc(-c2ccncc2)s1,3,1,11,97,0.9,-0.3,99,13,1,7
O=C(NCCOc1ccccc1)C1CCCCC1,-20,1,20,118,0.9,0.1,88,7,-57,24
COc1cc(-c2nnc(-c3cccnc3)o2)cc(OC)c1OC,5,1,2,95,1,-0.1,95,2,-2,8
CC(=O)c1cnc(-c2ccccc2Cl)s1,-16,8,9,115,1,-0.1,94,2,-12,10
CCCC(=O)Nc1nc(-c2ccc(OC)cc2)cs1,-24,-3,1,123,0.9,0.7,97,8,9,6
CCOC(=O)c1[nH]c2ccccc2c1NC(=O)c1ccco1,-5,9,-6,105,0.9,-0.3,99,8,-2,7

# Reformatted with two lines to a compound: two of the compounds above.
# Under each structure – STAT1 inh	G6PDH CS	TLR4-MyD88 BLA	STAT1 activator	Diaph act CS	Hsp70 activator	STAT3 act	Diaph inh CS	APP 5UTR inh	STAT3 blocker
CCCC(=O)Nc1nc(-c2ccc(OC)cc2)cs1
 : -24	-3	1	123	0.9	0.7	97	8	9	6
COc1ccc(-c2csc3nc(C(C)(C)C)oc(=O)c23)cc1OC
 : 7	11	-4	94	0.8	-0.2	97	19	-7	8

# Next part
SMILES,STAT1 inh,G6PDH CS,TLR4-MyD88 BLA,STAT1 activator,Diaph act CS,Hsp70 activator,STAT3 act,Diaph inh CS,APP 5UTR inh,STAT3 blocker
CC1=NN(C(=O)c2ccc(Cn3cc([N+](=O)[O-])cn3)cc2)C(O)(C(F)(F)F)C1 (centres undefined),7,1,-8,93,1,-0.5,97,4,8,6
O=[N+]([O-])c1ccccc1SNc1ccccn1,-4,0,0,104,0.8,-0.1,103,17,-5,-6
COc1ccc(Cc2nnn(CC(=O)O)n2)cc1,-2,-4,-8,102,0.9,-0.5,105,11,8,2
O=C(CN1CCN(C2CCCCC2)CC1)NCCC1=CCCCC1,-4,6,-7,104,0.8,-0.1,102,18,6,0
Oc1ccc(CCC2CCCCN2Cc2nc(C3CC3)no2)cc1 (centres undefined),-5,23,2,103,0.9,0.0,109,9,3,-3
O=[N+]([O-])c1cc(/C=N\O)ccc1Oc1ccc(F)cc1,-9,12,-2,107,1.1,-0.3,96,-11,23,15
COCCn1c(SCC(=O)NC2CCCC2)nc2cccnc21,-14,-3,-16,111,1,-0.2,96,-2,-5,12
O=c1oc2cc(OCc3ccc(C(F)(F)F)cc3)ccc2cc1-c1ccccn1,5,-2,-21,95,1,0.3,93,-4,-14,15
